Screens as filed in PubChem BioAssay.
cardiac RTF act – cardiac RTF calcium sensitivity activators, primary screen, biochemical, IANBD-TnC fluorescence, EC20 calcium | Troponin I, cardiac muscle (Homo sapiens) + Troponin T, cardiac muscle (Homo sapiens) + … | IANBD-labeled TnC RTF fluorescence at EC20 calcium; 0% EC20 calcium, 100% full calcium | activation, % at 7.2 µM | actives 0.24% (n = 340,000) | AID 493008, 2010;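 active = activation above the mean over all tested compounds plus 3 SD, cut at about 30% in these data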;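 note: rise in fluorescence read as greater calcium sensitivity of cardiac thin filaments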
RTF Ca sens inh – cardiac RTF calcium sensitivity inhibitors, primary screen, biochemical, IANBD-TnC fluorescence, EC70 calcium; Troponin I, cardiac muscle (Homo sapiens) + Troponin T, cardiac muscle (Homo sapiens) + …; IANBD-labeled cardiac RTF, Ca2+ fluorescence; inhibition, % at 7.15 µM; actives 0.12% (n = 340,000); AID 493244, 2011;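 active = inhibition above the mean inhibition of all tested compounds plus 3 SD, cut at about 17% in these data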;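 note: assay run at fixed EC70 calcium of 1.6 mM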
CAL PDZ FP – untagged CAL PDZ binding inhibitors, primary screen, biochemical, fluorescence polarization, HTS; Golgi-associated PDZ and coiled-coil motif-containing protein (Homo sapiens), Q9HD26; purified CAL PDZ, TMR-peptide fluorescence polarization, 1 h; inhibition, % at 24.9 µM; AID 602252, 2012; actives 0.92% (n = 300,000);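 active = mean inhibition of at least 30% with at least half of replicates also reaching 30%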;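 note: 0% = DMSO neutral control and 100% = excess unlabeled competitor peptide PRC23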
HTR5A ag ctr – HTR5A agonists in luminescence cell assay, primary screen, counter-screen for OPRM1-OPRD1 heterodimer agonist project, full-deck HTS | cell-based | activation, % at 9.3 µM | actives 0.61% (n = 340,000); in the data active = activation mostly above about 9.5%, no sharp cut-off; inactive = mostly below about 7.6%;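 note: 0% = cells with vehicle only and 100% = reference agonist; strong numbers were not always called active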
Target sequence (P47898 whole entry, looked up): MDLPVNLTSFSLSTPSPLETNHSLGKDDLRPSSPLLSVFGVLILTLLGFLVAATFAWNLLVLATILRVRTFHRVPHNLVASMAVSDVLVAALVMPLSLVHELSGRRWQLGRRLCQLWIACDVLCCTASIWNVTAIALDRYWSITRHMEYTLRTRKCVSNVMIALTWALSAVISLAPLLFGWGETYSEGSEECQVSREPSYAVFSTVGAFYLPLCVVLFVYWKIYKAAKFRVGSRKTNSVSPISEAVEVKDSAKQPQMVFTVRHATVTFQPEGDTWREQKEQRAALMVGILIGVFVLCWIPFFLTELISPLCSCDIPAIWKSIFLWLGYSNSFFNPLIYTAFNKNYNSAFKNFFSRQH
Keap1-Nrf2 PPI – Keap1-Nrf2 protein-protein interaction inhibitors, primary screen, biochemical, fluorescence polarization, single point; Kelch-like ECH-associated protein 1 (Homo sapiens), Q14145; Keap1 Kelch-Nrf2 peptide fluorescence polarization, 1536-well; inhibition, % at 9.4 µM; actives 0.15% (n = 340,000); AID 504523, 2011; in the data active = inhibition above about 12%;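 note: human Keap1 Kelch domain with fluorescein labeled Nrf2 9mer peptide probe; 0% = neutral control wells and 100% = peptide positive control; higher means more block of Keap1 binding to Nrf2 peptide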
Target sequence (Q14145 whole entry, looked up, the tested form may be a part): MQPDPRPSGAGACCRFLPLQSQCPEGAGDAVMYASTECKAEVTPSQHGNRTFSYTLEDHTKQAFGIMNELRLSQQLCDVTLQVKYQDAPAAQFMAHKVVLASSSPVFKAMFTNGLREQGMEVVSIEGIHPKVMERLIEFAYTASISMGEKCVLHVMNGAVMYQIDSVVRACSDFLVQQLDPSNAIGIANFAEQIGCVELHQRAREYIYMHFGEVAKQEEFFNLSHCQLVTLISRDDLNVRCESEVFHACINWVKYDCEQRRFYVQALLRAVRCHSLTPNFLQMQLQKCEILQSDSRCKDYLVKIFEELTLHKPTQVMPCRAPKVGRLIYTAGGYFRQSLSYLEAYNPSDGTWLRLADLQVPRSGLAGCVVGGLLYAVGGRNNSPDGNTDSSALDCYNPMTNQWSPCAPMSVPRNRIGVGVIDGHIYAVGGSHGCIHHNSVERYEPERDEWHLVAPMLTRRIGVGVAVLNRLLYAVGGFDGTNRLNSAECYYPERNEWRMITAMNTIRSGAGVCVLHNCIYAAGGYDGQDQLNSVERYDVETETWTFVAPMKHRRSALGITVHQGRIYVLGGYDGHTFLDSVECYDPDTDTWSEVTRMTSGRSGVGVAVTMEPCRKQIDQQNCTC
MOR-DOR ag – agonists of OPRM1-OPRD1 heterodimerization, primary screen, cell-based, luminescence. Mu-type opioid receptor (Homo sapiens) + Delta-type opioid receptor (Homo sapiens), …. cells. activation, % at 9.3 µM. actives 0.3% (n = 340,000); in the data active = activation above about 18%;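 note: 0% = vehicle-treated cells and 100% = reference agonist; values of inactives mirror those of a sister screen read the other way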
OPRM1-OPRD1 inv – inverse agonists of MOR-DOR heterodimerization, primary screen, cell-based, luminescence; cell-based MOR-DOR heterodimer luminescence, inverse agonism; inhibition, % at 9.3 µM; actives 0.21% (n = 340,000); in the data active = inhibition above about 22%, passing the limit was not always enough;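 note: 0% = cells with DMSO and 100% = wells without cells with DMSO; values of inactives mirror those of a sister screen read the other way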
LANA DNA inh – inhibitors of KSHV C-LANA binding to DNA, primary screen, biochemical, fluorescence polarization, FAM-LBS DNA, MBP-C-LANA, single point | actives 0.078% (n = 340,000) | AID 504423, 2011 | inhibition, % at 9 µM | Kaposi's sarcoma herpesvirus LANA C-terminal domain (residues 932-1162) DNA binding;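 active = highest replicate inhibition at or above 60% at 9 µM, even if other replicates fall short; inactive = all replicates below 60% inhibition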;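 note: 0% = neutral control wells and 100% = 4 µM acridine orange control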
HTR5A inv ctr – HTR5A inverse agonists in luminescence cell assay, primary screen, counter-screen for OPRM1-OPRD1 heterodimer inverse agonist project, full-deck HTS; inhibition, % at 9.3 µM; HTR5A cell line, inverse agonism; actives 0.083% (n = 340,000); 5-hydroxytryptamine receptor 5A (Homo sapiens), P47898; in the data active = inhibition mostly above about 23%, no sharp cut-off; inactive = mostly below about 18%;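 note: 0% = cells with DMSO and 100% = no-cell wells with DMSO; some compounds called inactive have numbers as strong as hits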
V-ATPase pHluor – regulators of yeast V-ATPase proton pumping, primary screen, pHLuorin cytosolic pH fluorescence; S. cerevisiae; response, % at 10 µM; actives 0.37% (n = 350,000); AID 504577, 2011; in the data active = response mostly above about 7.3%, no sharp cut-off; inactive = mostly below about 5.4%; note: actives read high; inactives centre near 0; some compounds called inactive have numbers as strong as hits; reference of the scale not given here
Active calls of the source: *; / = not tested or not shown; & = joins results of further samples.

Each structure is followed by: LANA DNA inh	HTR5A inv ctr	HTR5A ag ctr	OPRM1-OPRD1 inv	cardiac RTF act	MOR-DOR ag	CAL PDZ FP	V-ATPase pHluor	Keap1-Nrf2 PPI	RTF Ca sens inh
> Cc1oc(-c2ccc(Cl)cc2)nc1CN1CCCC(C(=O)NCCCN2CCOCC2)C1 (configuration not stated)
→ 0.3	-9.7	5.1	-2.8	-2.2	0.5	-2.9	-2.8	-3.0	-7.8
> CCOc1ccc(C(=O)NCCC(=O)N2CCC3(CC2)NCCc2[nH]cnc23)cc1
→ -1.0	-9.5	6.3	0.6	-2.2	-0.1	5.3	3.1	0.6	-1.9
> CCc1nccn1S(=O)(=O)c1ccc2ccccc2c1
→ 0.6	-11.2	2.5	1.6	0.2	-0.3	1.9	2.6	1.3	-10.4
> CCOC(=O)c1cnc2[nH]c3ccccc3n2c1=O
→ 2.1	5.4	0.3	7.5	4.3	-1.5	-0.7	-1.3	5.1	-2.9
> COc1ccc(C(=O)NC(=S)NC(C)C)cc1Br
→ 0.3	17.0	-4.9	-42.5	0.9	7.3	-0.4	-2.7	-0.1	-6.8
> CCc1cc2c(=O)c(-c3nc(C)cs3)coc2cc1O
→ -0.5	0.8	-0.3	1.0	-1.4	-0.2	-0.2	-2.9	3.1	3.7
> COc1cccc(N2CCN(S(=O)(=O)c3ccc4c(c3)NC(=O)C(C)C(=O)N4)CC2)c1 (configuration not stated)
→ 0.8	-24.0	2.1	9.8	1.1	-2.0	-1.8	-2.9	2.7	-3.4
> COc1ccc2c(N)c(C(=O)NN)[nH]c2c1
→ 23.4	-29.0	2.1	-4.2	-2.5	0.8	/	0.3	0.8	-3.1
> Fc1cccc(CSc2nnc3c(n2)[nH]c2ccccc23)c1
→ 0.5	-4.3	4.2	5.5	2.1	-1.1	-2.7	0.5	-1.8	-6.3
> COC(=O)c1ccccc1NC(=O)COC(=O)c1ccccc1N=Nc1ccc(N(C)C)cc1
→ 0.2	-9.6	0.6	13.4	-1.2	-2.8	-0.1	-0.4	-1.7	8.9
> N#Cc1c(-c2ccccc2Cl)noc1/C=C/Nc1ccc(C(=O)O)cc1
→ 3.2	-21.8	-1.3	11.8	2.5	-2.5	-0.9	2.0	-7.6	5.6
> O=C(/C=C/c1ccc(F)cc1)NCCC1=CCCCC1
→ 0.8	1.4	1.8	-2.2	2.2	0.5	-0.8	-0.4	1.1	-7.5
> Cn1c(=O)c2c(nc(Cl)n2Cc2ccncc2)n(C)c1=O
→ -0.2	1.8	-0.7	2.2	3.5	-0.4	-0.6	-0.6	2.0	1.9
> O=C(Cn1cnc2ccccc21)OCC(=O)N1CCCc2ccccc21
→ 4.8	-10.6	-0.3	-0.1	3.4	0.0	-7.9	0.9	0.8	-10.9
> CCOC(=O)N1CCC(NC(=O)CCC(=O)c2ccccc2)CC1
→ 0.6	13.8	-1.4	14.4	4.7	-2.5	-3.3	-0.7	-5.3	-10.9
> CCC1(C)Cc2ccccc2-c2nc(-c3ccccc3)oc(=O)c21 (configuration not stated)
→ 0.4	12.4	-4.7	-10.4	-2.6	1.8	/	-0.6	-3.0	1.8
> O=C(CN1C(=O)/C(=C2/SC(=S)N(CCS(=O)(=O)O)C2=O)c2ccccc21)Nc1cccc(C(F)(F)F)c1
→ 1.8	-9.7	2.4	-24.1	0.4	4.6	-1.2	1.0	-0.2	13.2
> CC1(C)CNC(=O)CC(C)(C)N1
→ -1.6	-5.5	2.1	-0.4	-4.1	0.1	2.2	1.9	-1.8	-11.5
> COc1ccc(/C=C2\C(=O)NC(=O)c3ccccc32)cc1OC
→ -0.2	-14.6	3.8	1.3	1.0	-0.3	-0.8	-0.3	3.8	-15.2
> COc1ccc(C(=O)CC(Nc2ccc([N+](=O)[O-])cc2)c2ccc(OC)cc2)cc1 (configuration not stated)
→ 0.0	-9.1	-2.5	5.2	-4.0	-1.0	/	-5.0	-0.8	3.2
> CC(C)NC(=O)N1CCOCCOCCN(C(=O)NC(C)C)CCOCCOCC1
→ 0.2	-5.2	-1.1	12.1	3.7	-2.9	/	-5.9	-8.6	1.2
> COc1ccc(S(=O)(=O)N2CCN(C(=O)CCOc3ccccc3)CC2)cc1OC
→ -0.5	8.8	-3.6	8.9	0.0	-2.2	-3.0	-2.1	-3.8	-4.5
> Cc1ccc(CN2CCN(CC(=O)N/N=C/c3ccc(C)o3)CC2)cc1
→ 0.5	5.8	5.7	10.6	5.5	-2.1	/	4.0	0.5	-1.5
> CCOC(=O)C(=CNc1cccnc1Oc1ccc(C)c2c1CCC2)C(=O)OCC
→ 0.0	-15.1	-1.3	5.4	0.5	-1.0	0.7	-1.9	-0.8	1.5
> O=C(Nc1cccc(-n2cnnn2)c1)c1cccs1
→ -1.3	7.7	-2.0	13.2	-1.5	-2.5	-4.9	-1.6	-3.3	4.5
> Nc1nonc1-n1nnc(C(=O)N/N=C/c2ccccc2F)c1CN1CCOCC1
→ -0.8	-13.1	4.8	14.2	1.5	-2.6	-1.9	-0.8	-0.1	-3.0
> COc1ccc(-c2nnc(SC(C)C#N)o2)cc1 (configuration not stated)
→ 0.8	-23.3	8.7	12.5	-1.5	-2.0	-0.7	1.7	-5.6	-12.7
> O=C(Nc1ccc(F)cc1)c1cc(S(=O)(=O)Nc2ccc(F)cc2)cs1
→ 0.6	-10.8	0.9	-48.3	-2.9	8.4	-2.3	-4.6	0.6	3.2
> Oc1c(Cl)cc(Cl)cc1C1=NNC(c2ccc(Cl)cc2)C1 (configuration not stated)
→ 2.7	-0.5	1.1	16.7	3.6	-3.6	-10.3	-0.6	-3.1	-3.1
> Cc1cc(C)cc(N2CC(C)(C)C2=O)c1
→ -1.3	4.5	-1.6	3.2	-0.3	-0.6	-2.6	-2.0	-0.6	2.5
> CC(Cc1cccs1)NC(=S)Nc1ccc(Cl)c(Cl)c1 (configuration not stated)
→ -0.9	-11.0	4.0	-45.9	-1.5	6.5	-2.5	-1.4	-3.2	-2.8
> COc1ccc(CCNC(=O)Cn2nnc(-c3ccc(N(C)C)cc3)n2)cc1OC
→ 0.2	-12.5	-0.5	12.3	-0.9	-2.2	-2.3	-2.4	-0.1	-13.5
> C=C1c2ccccc2O[C@H](C(=O)OCC)[C@@H]1C1CCCCC1
→ -0.6	-4.9	1.3	-14.9	-4.4	3.1	-11.0	-1.4	-1.5	-5.2
> CC1(C)OC2OC(C(=O)N/N=C/c3cc(Br)ccc3O)C3OC(C)(C)OC3C2O1 (configuration not stated)
→ -0.3	16.2	-4.8	2.1	6.0	-0.4	-4.9	-1.3	-2.4	0.7
> CC(Nc1cccc([N+](=O)[O-])c1)C(=O)Nc1ccc(S(=O)(=O)N2CCCC2)cc1 (configuration not stated)
→ 1.9	-2.6	1.1	10.9	0.2	-2.2	-5.0	4.0	-2.3	-7.7
> O=C(CCCn1c(=O)[nH]c2cc(Cl)ccc2c1=O)NCCC1=CCCCC1
→ 0.1	-16.0	1.6	19.6	7.2	-3.4	-0.1	2.1	4.3	6.2
> O=C(CCc1ccccc1)NNC(=O)Nc1ccc(Br)cc1
→ -0.7	-11.2	-3.1	-18.0	-2.9	2.6	0.7	-3.5	-3.3	-9.5
> Cc1ccc(/C(N)=N/OC(=O)CCCc2ccccc2)cc1
→ -1.6	-5.0	-0.2	-1.6	-1.7	0.3	-2.5	1.6	-2.7	6.4
> COc1ccccc1-n1c(-c2ccccc2)c[nH]c1=S
→ -0.7	-3.0	4.5	2.5	3.7	-0.5	/	-4.7	-2.6	-12.9
> Cc1[nH]nc(N=CC2=C(O)CC(c3ccco3)CC2=O)c1-c1ccccc1 (configuration not stated)
→ -0.4&0.6	-12.9&-28.8	3.3&10.5	8.7&5.5	-0.5&10.1	-1.7&-1.3	-3.5&-1.9	-4.3&2.3	-1.2&2.0	0.9&-5.2
> CCn1c(C)cc(C=C2C(=O)c3ccccc3C2=O)c1C
→ 13.4	9.1	-3.5	-5.3	-5.6	1.0	-5.6	4.8	6.8	-3.8
> O=C(CN1CCCCCC1)N/N=C/c1cccc(Cl)c1
→ 1.0	-4.7	3.2	1.2	4.0	-0.2	-1.8	1.9	-4.1	-2.4
> C=CCc1ccccc1OCCn1ccnc1
→ 1.8	-11.5	4.4	3.3	7.9	-0.6	-0.8	-0.7	-2.9	-4.4
> CCOC(=O)N1CCN(c2c(NCCN3CCN(c4ccccc4F)CC3)c(=O)c2=O)CC1
→ 1.0	-3.9	-1.2	9.7	2.7	-1.8	-1.2	-2.8	-4.7	0.7
> O=C(CCN1C(=O)C2C3C=CC(C3)C2C1=O)Nc1ccccn1 (configuration not stated)
→ 1.0	6.8	-2.5	2.7	3.2	-0.6	2.0	-1.9	0.3	-14.3
> CCC(=O)Nc1nnc(-c2ccc(Cl)s2)o1
→ 0.1	9.0	-3.5	15.8	4.8	-3.1	-2.2	-1.8	1.0	-2.3
> COc1ccccc1NC(=O)N[C@@H](Cc1c[nH]c2ccccc12)C(=O)NN
→ 1.3	5.3	-1.4	18.8	10.9	-4.2	-1.3	0.8	-0.9	5.2
